TbMetRS inhib = T. brucei MetRS inhibitors, primary screen, biochemical, luminescence; 0.4% of 360,000 active; inhibition, % at 11.9 µM; purified T. brucei MetRS, ATP depletion, Kinase-Glo luminescence; methionyl-tRNA synthetase (Trypanosoma brucei brucei);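 active means inhibition above a per-plate cutoff of the control wells' mean inhibition plus 3 SD, cut at about 5.5% in these data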;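 further: 0% = DMSO wells median and 100% = median of wells with control inhibitor compound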
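assay system = parasite MetRS enzyme | timing = 15 min preincubation, 2 h reaction, all 25 °C | evaluation = percent inhibition relative to median high and low control wells | medium = HEPES buffer containing pyrophosphatase, BSA, spermine, DTT | compound = single dose, 11.9 µM final nominal, 0.9% final DMSO | detection = Kinase-Glo luminescence, ATP depletion format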
LMPTP block = LMPTP phosphatase inhibitors, primary screen, biochemical, fluorescence intensity, uHTS; 0.22% of 360,000 active; recombinant LMPTP-A, OMFP fluorogenic substrate; Low molecular weight phosphotyrosine protein phosphatase (Homo sapiens), P24666; inhibition, % at 20 µM;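 active means compounds that cut the enzyme signal by at least half of the control window in the single-dose screen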;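 further: plate controls were DMSO wells with enzyme plus substrate for no effect and substrate without enzyme for full effect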
Target sequence (P24666 whole entry, looked up): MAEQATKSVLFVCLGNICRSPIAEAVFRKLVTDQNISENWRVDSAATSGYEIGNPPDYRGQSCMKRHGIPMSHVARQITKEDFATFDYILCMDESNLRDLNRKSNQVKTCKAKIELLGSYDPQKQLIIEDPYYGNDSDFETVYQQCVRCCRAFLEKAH
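test system = LMPTP-A | amount = 0.625 nM LMPTP-A final | reagent = fluorogenic phosphatase substrate OMFP at 400 µM final | incubation = 50 min at room temperature | benchmarks = no-enzyme low control, uninhibited high control | medium = Bis-Tris pH 6.0, DTT, detergent | signal = fluorescence intensity of OMFP turnover product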
STEP inh = STEP phosphatase inhibitors, primary screen, biochemical, fluorescence intensity, uHTS; Tyrosine-protein phosphatase non-receptor type 5 (Homo sapiens), P54829; recombinant STEP, OMFP fluorogenic substrate; inhibition, % at 20 µM; 0.25% of 360,000 active; AID 588621, 2011;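 active means inhibition at 20 µM, scaled per plate between control wells, above about 37%, limit read from the data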;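 further: 0% = DMSO with enzyme and substrate and 100% = substrate only without enzyme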
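Also added – OMFP at 25 µM · Test system – STEP tyrosine phosphatase · Technique – FITC-channel fluorescence of OMFP product · Schedule – 20 min at room temperature, dark · Evaluation – control-normalized % inhibition with plate pattern correction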
Scp1 inh = Scp-1 phosphatase inhibitors, primary screen, biochemical, colorimetric, uHTS; Carboxy-terminal domain RNA polymerase II polypeptide A small phosphatase 1 (Homo …; 0.88% of 340,000 active; Recombinant Scp1, phosphopeptide, malachite green phosphate absorbance; AID 493091, 2011; inhibition, % at 20 µM;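 active means inhibition above about 50% at 20 µM, limit read from the data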;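 further: plate controls were DMSO wells with enzyme for no effect and wells lacking enzyme for full effect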
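Test system – truncated SCP-1 phosphatase (76-261aa) · Reagent – Phosphorylated 17-residue peptide substrate · Incubation – 45 min room-temperature reaction, 5 min colour, 30 min stabiliser · Detection – colorimetric phosphate reagent with accelerator and stabiliser, absorbance at 630 nm · Measure – % inhibition at 20 µM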
MsrA inhibitor = bovine MsrA enzyme inhibitors, primary screen, biochemical, absorbance, HTS; Methionine sulfoxide reductase A (Bos taurus); purified bovine MsrA, absorbance read-out; inhibition, % at 15.5 µM; 0.75% of 360,000 active; AID 651718, 2012; in the data active means inhibition above about 4.5%;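 further: 0% = vehicle wells with enzyme and 100% = reference inhibitor wells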
MsrA act = bovine MsrA enzyme activators, primary screen, biochemical, absorbance, HTS; Methionine sulfoxide reductase A (Bos taurus); activation, % at 10.6 µM; purified bovine MsrA, absorbance read-out; 0.3% of 360,000 active; AID 602163, 2012; in the data active means activation above about 7.5%;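 further: 0% = vehicle and 100% = reference activator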
E coli Lon inh = inhibitors of E. coli Lon protease, primary screen, biochemical, fluorescence polarization; P0A9M0; inhibition, % at 7.94 µM; 0.42% of 360,000 active; purified E. coli Lon protease; in the data active means inhibition above about 13%, passing the limit was not always enough;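 further: 0% = enzyme with probe and DMSO and 100% = no enzyme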
Target sequence (P0A9M0 whole entry, looked up): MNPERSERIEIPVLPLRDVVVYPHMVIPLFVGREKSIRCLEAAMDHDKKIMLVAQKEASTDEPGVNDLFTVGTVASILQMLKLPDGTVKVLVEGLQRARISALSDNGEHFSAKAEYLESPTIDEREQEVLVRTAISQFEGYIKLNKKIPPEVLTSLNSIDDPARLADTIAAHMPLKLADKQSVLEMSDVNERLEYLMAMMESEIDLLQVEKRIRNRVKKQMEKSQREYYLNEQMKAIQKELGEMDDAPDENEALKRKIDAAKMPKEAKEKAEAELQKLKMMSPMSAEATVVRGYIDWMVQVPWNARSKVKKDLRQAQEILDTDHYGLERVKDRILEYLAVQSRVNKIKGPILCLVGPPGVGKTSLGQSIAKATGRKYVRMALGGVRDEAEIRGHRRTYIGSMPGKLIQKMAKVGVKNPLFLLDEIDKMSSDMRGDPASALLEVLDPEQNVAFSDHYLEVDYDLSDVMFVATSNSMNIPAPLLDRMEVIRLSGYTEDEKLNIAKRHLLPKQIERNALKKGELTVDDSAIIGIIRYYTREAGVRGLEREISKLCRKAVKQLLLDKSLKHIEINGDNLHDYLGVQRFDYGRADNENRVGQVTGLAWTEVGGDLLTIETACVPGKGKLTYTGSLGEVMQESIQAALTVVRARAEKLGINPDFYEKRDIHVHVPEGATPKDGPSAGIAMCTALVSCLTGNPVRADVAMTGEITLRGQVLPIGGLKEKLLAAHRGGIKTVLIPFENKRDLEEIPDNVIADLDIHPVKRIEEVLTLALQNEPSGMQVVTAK
DNMT1 inh = human DNMT1 methyltransferase inhibitors, primary screen, biochemical, molecular beacon, fluorescence, HinP1I cleavage, uHTS. 0.83% of 360,000 active. inhibition (reported as % activation of signal), % at 10 µM. AID 588458, 2011. DNA (cytosine-5)-methyltransferase 1 (Homo sapiens), P26358; in the data active means inhibition above about 50%
CendR NRP1 mod = modulators of CendR peptide binding to NRP-1, primary screen, biochemical, fluorescence polarization, uHTS; inhibition, % at 25 µM; FAM-RPARPAR peptide binding to NRP-1; AID 602438, 2012; 0.85% of 360,000 active;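 active means inhibition or corrected inhibition above about 18%, plus a signal ratio from 0.5 to 1.5, limit read from the data, passing the limit was not always enough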; further: strong numbers were not always called active
SUMO1 PPI mod = modulators of SUMO1 protein-protein interactions, primary screen, biochemical, uHTS | SUMO1 binding to a labelled peptide, TR-FRET, 1 h | inhibition, % at 20 µM | 0.33% of 360,000 active | AID 602429, 2012; in the data active means inhibition above about 37%
Target sequence (P63165 whole entry, looked up): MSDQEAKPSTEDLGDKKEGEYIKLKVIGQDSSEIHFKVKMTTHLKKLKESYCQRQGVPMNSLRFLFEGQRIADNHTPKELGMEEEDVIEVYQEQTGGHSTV
Active calls of the source: *; · = not tested or not shown.

Every second line gives: TbMetRS inhib, LMPTP block, STEP inh, Scp1 inh, MsrA inhibitor, MsrA act, E coli Lon inh, DNMT1 inh, CendR NRP1 mod, SUMO1 PPI mod
O=C(Nc1cc(Cl)cc(Cl)c1)C(NCC1CCCO1)c1ccccc1 (centres undefined)
→ -0.3, 0.4, 0, -4, -0.8, -1, 11, -4, 4, -1
CCC(C)[C@H](NC(=O)N1CCC(Cc2ccccc2)CC1)C(=O)O (some centres undefined)
→ -0.5, -3.4, -1, -7, -1.8, -9, -5, 3, 6, 3
CCC(C)NCC(=O)Nc1ccc(S(N)(=O)=O)cc1 (centres undefined)
→ 0.3, 0.0, -1, -3, 0.0, 0, 2, 4, 0, -4
CCC(=O)Nc1ccc(C(=O)CSc2nnc(-c3ccc(O)cc3)n2CC2CCCO2)cc1 (centres undefined)
→ -0.5, -2.3, 2, -3, -0.4, -2, -3, -2, -2, -1
Cc1nn(C)c(C)c1/C=N/NC(=O)CCn1nc(C)c([N+](=O)[O-])c1C
→ -0.4, -0.7, 1, -5, -0.2, 0, -4, 1, 0, -3
COC(=O)c1scc(C)c1N/N=C(\C)c1ccc(F)cc1
→ -0.2, 1.9, 0, -6, 1.4, -1, 7, -4, 5, 2
COc1ccccc1N(CC(=O)NCCSc1ccccc1)S(=O)(=O)c1ccccc1
→ -0.2, 0.0, 1, -10, -1.3, -3, -10, -1, 13, 2
COc1ccc2nc(NC(=O)c3ccc(Br)s3)sc2c1
→ 0.2, 0.5, -2, -8, 0.1, -1, -7, 11, 5, -4
O=C(CSc1nnc(NC(=O)c2ccccc2C(=O)O)s1)Nc1ccccc1Cl
→ 0.1, -0.3, -2, 3, -0.3, -4, -3, 1, 0, 3
CCc1nnc(NC(=O)CSc2nnc(CNc3ccc(C)cc3)n2C)s1
→ -0.8, -0.9, -1, 2, -0.6, -8, -6, -2, 2, -3
Nc1c(C(=O)Nc2ccccc2)sc2nc3c(c(-c4ccco4)c12)CCCC3
→ 0.2, 1.4, 2, -2, -0.4, -2, 0, 14, -23, 0
FC(F)Oc1cccc(NC(=S)N2CCN(c3ccccn3)CC2)c1
→ -0.6, 0.8, -2, 4, -1.5, -13, -1, 1, 0, -7
CS(=O)(=O)Nc1ccc2c3c(cccc13)CC2
→ -0.8, -2.7, -4, -8, 1.0, -3, -4, 0, -7, -2
CC[C@@H](C)[C@@H]1CN([C@@H](C)CN2CCC[C@H]2CN2C(N)=NC[C@H]2CC(C)C)C(=N)N1CCCC1CCCC1
→ -1.0, -1.8, -2, -4, -0.2, 3, 3, 3, -1, -4
CCCCNC(=O)C1(C)CCN1C(=O)c1ccc(C(F)(F)F)nc1C (centres undefined)
→ 0.3, -0.8, 4, ·, 2.9, -2, 1, 0, 3, 2
Cc1cc(Cl)nc2ccc(Cc3ccc4nc(Cl)cc(C)c4c3)cc12
→ -0.7, 3.6, 4, -8, 0.2, 1, -6, -10, -8, 5
CCCCCN(C(=O)CCC(=O)OCc1cccc(Cl)c1)c1c(N)n(CCCC)c(=O)[nH]c1=O
→ -0.2, -0.8, 0, -1, 0.1, 0, 7, -2, 10, 5
O=C(Cc1ccc(F)cc1)Nc1c2c(nn1-c1cccc(Cl)c1)CS(=O)C2 (centres undefined)
→ -0.3, -1.6, -4, 3, -0.3, 5, -2, 1, 4, -3
COc1cccc(CNC(=O)C2CCC(CNS(=O)(=O)c3cccc4nsnc34)CC2)c1 (centres undefined)
→ -1.0, -0.4, 0, -9, -0.3, 1, 6, -5, -9, -27
CC(C)N1C(=O)CCC1C(=O)N1CCC(Cc2ccccc2)CC1 (centres undefined)
→ -0.1, -0.6, 1, -13, 0.6, -1, -11, -1, -3, 7

Sorted by value in LMPTP block (rising): 3 from the list above
mol,LMPTP block
CS(=O)(=O)Nc1ccc2c3c(cccc13)CC2,-2.7
CCc1nnc(NC(=O)CSc2nnc(CNc3ccc(C)cc3)n2C)s1,-0.9
CCCCCN(C(=O)CCC(=O)OCc1cccc(Cl)c1)c1c(N)n(CCCC)c(=O)[nH]c1=O,-0.8

Next section
Every second line gives: TbMetRS inhib, LMPTP block, STEP inh, Scp1 inh, MsrA inhibitor, MsrA act, E coli Lon inh, DNMT1 inh, CendR NRP1 mod, SUMO1 PPI mod
CCOc1ccc(CCNC(=O)COc2cccc(-n3cnnn3)c2)cc1OCC
→ -0.3, -0.7, 0, -9, -0.9, -3, 2, 2, -1, -3
CCCCNC(=S)NNC(=O)C1=NN(c2cc(C)ccc2C)C(=O)CC1
→ -0.2, -0.2, -1, -3, 1.3, 0, -6, 0, 7, -5
Cn1[nH]c2c(c1=O)[C@H](c1ccc(F)cc1)O[C@H](CCc1ccccc1)C2
→ -1.7, 2.1, -3, ·, 1.4, -10, 2, -26, -3, 7
CCCCN(C)C(=O)c1cc2cc([N+](=O)[O-])cc(OC)c2oc1=O
→ -0.1, -0.2, -1, 4, 1.4, -9, -1, 0, 2, -20
O=C(NCCCC(=O)N1CCCCC1)c1ccc(Cl)cc1
→ 0.1, -1.0, 0, -5, -1.4, -3, 0, -2, 8, -5
Nc1nc2ccc(C(=O)Nc3ccc(N4CCOCC4)cc3)cc2s1
→ 0.2, 0.3, -3, -8, 1.2, -5, 8, -11, -3, 7
CCOC(=O)c1ccc(N=C2SC(C(=O)NCCc3ccccc3)CC(=O)N2C)cc1 (centres undefined)
→ -0.2, 0.4, 16, -10, -0.4, -4, 1, 0, 12, -1
Cc1cc(=O)[nH]c(Nc2c(C)n(C)n(-c3ccccc3)c2=O)n1
→ -1.1, -0.9, -3, -2, 0.1, -2, -7, -1, -8, 0
C=CCn1c(SCC(=O)NC)nnc1C12CC3CC(CC(C3)C1)C2
→ -0.7, -1.2, -2, 3, 1.8, -4, -5, 0, 6, -1
CC(C)(C)c1ccc(CSc2nnc(-c3ccccn3)n2Cc2ccco2)cc1
→ -0.3, 7.7, 1, 9, 0.4, 0, 6, -6, -1, -2
CC(=O)N/C(=C\c1ccccc1)C(=O)OCC(=O)c1c(N)n(C)c(=O)n(C)c1=O
→ -0.1, 0.8, -1, -3, -1.6, 0, 0, -2, -8, -1
Cc1ccc(NC(=O)NC2=N/C(=C(/C#N)C(=O)N3CCCC3)c3ccccc32)cc1
→ -0.5, 0.5, -1, -7, 1.6, -2, 10, -7, 3, -30
CC1=C(C(=O)Nc2cc(C(=O)N3CCN(c4cccc(C)c4C)CC3)ccc2C)SCCO1
→ 0.2, 3.3, 1, -1, -0.2, 1, 2, -2, 5, 6
COc1ccc(N(CC(=O)Nc2cc(C)cc(C)c2)S(=O)(=O)c2ccccc2[N+](=O)[O-])c(OC)c1
→ -0.5, 3.6, 1, -18, 0.4, 2, -1, -16, -1, 2
Cc1cccc(NC(=O)CNC(=O)C23CC4CC(CC(Cl)(C4)C2)C3)n1
→ -0.8, -0.5, 0, 5, -0.6, -8, -14, 2, -2, 3
Cc1cccc(N2CCN(S(=O)(=O)c3ccc4c(c3)n(C)c(=O)c(=O)n4C)CC2C)c1 (centres undefined)
→ -0.7, -0.4, -2, -2, 0.1, -1, 6, 25, 5, -3
CCCCn1c(N)c(N(CC(C)C)C(=O)CC(NC(=O)c2ccccc2)c2ccccc2)c(=O)[nH]c1=O (centres undefined)
→ -0.5, -0.1, 2, -1, -0.8, -3, -3, 3, 11, 4
COC(=O)c1sccc1N/N=C/c1ccc(OC)c(OC)c1OC
→ -1.1, 2.1, -3, 0, 1.5, -8, 7, 1, 16, -5
Cc1ccc(S(=O)(=O)N2C(=O)c3cccc4cccc2c34)cc1
→ -0.5, 1.6, 3, 6, -1.3, -9, 12, -2, 4, -9
COc1ccccc1CCn1cnc(C)c1CC(C)C
→ -2.0, 0.7, ·, ·, 0.1, -14, 7, ·, -17, 2
Cc1ccnc(SCC(=O)NC2CC2)n1
→ -0.1, -4.0, -2, 0, -0.4, -10, -11, 0, -10, 4
Cn1cccc1C(=S)N1CCOCC1
→ 0.6, -0.2, -6, -6, 2.2, -4, 0, 1, -2, 2
O=C(NC(=S)Nc1ccccc1)c1cncc(C#Cc2ccccc2)c1
→ -0.3, 3.6, 2, -6, 1.1, 7, -10, 1, 5, 1
O=S(=O)(C(=CNc1ccccc1)S(=O)(=O)c1ccccc1)c1ccccc1
→ -0.4, -0.5, 1, -7, 0.5, -7, 0, -3, 2, 2
Cc1[nH]c2ccc(Br)cc2c(=S)c1C/C=C/Cl
→ 1.9, 0.9, -2, 1, 1.9, -7, 4, -1, -12, -12
Cc1ccc(N2CCCn3c2cc(C)c(C#N)c3=O)cc1Cl
→ -1.9, 0.4, 0, 6, 2.2, -15, -6, -4, -3, -1
Cc1ccc2cc(C=C(C#N)C#N)c(N3CCCCC3)nc2c1
→ -0.8, 2.6, -1, -3, 1.2, -1, 4, -2, 130, -9
Cc1nc2ccc(NC(=O)c3ccc(S(=O)(=O)N4CCOCC4)cc3)cc2s1
→ 1.2, 0.5, -3, 8, 1.5, -12, -3, -3, 10, 5
COC(=O)[C@H](CCSC)NC(=O)Cn1cnc(C(=O)Nc2ccc(C)c(C)c2)n1
→ -0.4, -0.7, -2, 1, 0.1, 4, 10, -2, -1, 7
COc1ccc(Cc2noc(=O)[nH]2)cc1
→ -0.2, -2.5, -2, ·, 0.2, -3, 3, 5, -7, 2
O=C(Nc1ccc(F)cc1)C(c1ccnc2ccccc12)N1CCN(C(=O)c2ccco2)CC1 (centres undefined)
→ -0.9, -0.9, ·, ·, 2.9, ·, ·, ·, 9, -3
Cc1nnc(NS(=O)(=O)c2ccc(Br)cc2)s1
→ 0.3, -2.1, -3, -6, 0.3, 0, 4, 1, -13, 6
O=C(N/N=C\c1ccc(Sc2ccccn2)o1)c1cccc(Br)c1
→ -1.0, 1.1, 1, -4, 3.9, 2, 11, -10, 8, -18
Cc1ccc(-c2nn(CC(=O)NCCN3CCOCC3)c(=O)c3ccccc23)cc1
→ -1.3, -1.5, -6, -5, -0.6, -8, -5, -2, 4, 1
O=Cc1ccc(F)c([B-](F)(F)F)c1
→ -0.1, -2.7, -3, 0, -1.0, -6, 0, 2, -10, 5
C#CCOCCOCCOCCNc1nc(N2CCN(C(=O)CCCCCCCCCCNC(=O)Cn3cc(CCCCCN)nn3)CC2)nc(N2CCN(C(=O)CCCCCCCCCCNC(=O)[C@H]([C@@H](C)CC)n3cc(CCCCCN)nn3)CC2)n1
→ -0.5, 2.6, 6, 25, ·, -1, -6, -57, -1, -80
NC(N)=N/N=C/c1ccccc1OC(F)F
→ 0.0, 0.4, -5, -4, 0.1, -2, -8, -2, -2, -2

Screens as filed in PubChem BioAssay.
